High-throughput results from PubChem.
GALR2 antag: GALR2 (human) receptor antagonism | AID 828 | inhibition, % at 4 µM | hit rate 0.39% among 140,000 | GALR2-expressing cells, antagonist mode; in the data active = inhibition above about 27%;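 also: cells stimulated with galanin 1-16 at roughly its EC80; 0% = agonist challenge control and 100% = basal control without agonist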
Target sequence (O43603 whole entry, looked up): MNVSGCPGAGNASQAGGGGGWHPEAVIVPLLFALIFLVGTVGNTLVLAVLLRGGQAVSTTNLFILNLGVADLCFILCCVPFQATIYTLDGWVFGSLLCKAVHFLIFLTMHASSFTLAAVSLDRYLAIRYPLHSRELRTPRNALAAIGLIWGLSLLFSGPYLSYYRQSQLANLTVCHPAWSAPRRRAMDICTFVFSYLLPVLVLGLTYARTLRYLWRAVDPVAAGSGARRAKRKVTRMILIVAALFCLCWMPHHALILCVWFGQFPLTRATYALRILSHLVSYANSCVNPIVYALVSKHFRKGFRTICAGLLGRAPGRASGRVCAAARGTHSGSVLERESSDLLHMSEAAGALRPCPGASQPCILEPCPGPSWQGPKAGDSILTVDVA
MRP-1 activ: MRP-1 activation. H69AR cells + doxorubicin, viability rescue, CellTiter-Glo. hit rate 0.61% among 140,000. viability increase, % at 10 µM;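 active = viability gain under doxorubicin at or above a set limit, the compound median plus 3 SD, cut at about 4.7% in these data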;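 also: MRP-1 overexpressing cells given doxorubicin 25 µM after compound pretreatment; 18-22 h compound pretreatment then 72 h with doxorubicin before readout; 0% = doxorubicin-only wells and 100% = vehicle-treated cells without doxorubicin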
E-sel TNF inh: blocks E-selectin expression induced by TNF alpha | HUVEC TNFa-induced E-selectin immunofluorescence, high content | inhibition, % at 2 µM | hit rate 0.71% among 120,000 | AID 1246;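 active = inhibition above the batch mean plus 3 SD, and confirmed as a hit on visual image review, cut at about 43% in these data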;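 also: 0% = TNF-stimulated DMSO wells and 100% = unstimulated control wells; not every result past the cut was called active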
bCat KO growth: beta-catenin-lacking colon tumor cell growth suppression | hit rate 1.5% among 140,000 | AID 818 | viability, % at 10 µM | HCT116 beta-catenin knockout viability, CellTiter-Glo, 60 h; hits give low values;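 active = viability at or under a set limit, the compound median less 4 SD, cut at about 6% in these data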;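 also: 0% = Hyamine 1622 control at 20 µM and 100% = untreated cell control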
Yeast life ext: extends the lifespan of yeast | inhibition of the nicotinamide effect, % at 10 µM | S. cerevisiae growth with nicotinamide, OD615; deaD strain in restrictive glucose medium | hit rate 0.68% among 130,000;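 active = inhibition above a set limit, placed 3 SD over the median of all compounds, cut at about 26% in these data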;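 also: 0% = nicotinamide-treated wells and 100% = cells grown without nicotinamide; some compounds called inactive have numbers as strong as hits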
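Assay system: engineered S. cerevisiae DeaD replicative-lifespan strain, galactose-grown log-phase cells; Buffer or medium: CSMM-D glucose medium, restrictive; Probe or stimulus: nicotinamide 1.5 mM; Compound: single dose 10 µM compound, 0.25% DMSO; Schedule: 4 h preincubation then 48 h treatment at 30 °C; Technique: OD615 measurement.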
Phagocyt inh: macrophage phagocytosis inhibition; J774A.1 macrophage IgG-bead phagocytosis, imaging; inhibition, % at 5 µM; hit rate 0.07% among 110,000;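 active = inhibition above the mean of the plate negative controls plus 5 SD, cut at about 13% in these data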;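 also: phagocytic index as fraction of beads internalized from green versus red external bead signal; plate controls were DMSO negative control for no effect and cytochalasin-D positive control for full effect; some results beyond the cut were filed as inactive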
BB579 growth dn: chemicals that inhibit yeast BB579 growth in restrictive medium (lifespan-shortening candidates); S. cerevisiae BB579 growth, OD615, 48 h; inhibition, % at 10 µM; hit rate 0.51% among 140,000;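 active = inhibition above a set limit, 3 SD over the mean compound inhibition, cut at about 44% in these data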; also: inactives centre near -24
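test system = yeast BB579 (DeaD) | buffer or medium = restrictive CSMM-D medium | doses = single compound dose of 10 µM, 0.25% DMSO final | times = 4 h preincubation and 48 h exposure at 30 °C | technique = culture absorbance at 615 nm | benchmarks = amphotericin B 10 µg/mL, positive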
Measles CPE: protection of cells from measles virus; hit rate 1.5% among 140,000; protection (pct of control), % at 4 µM; Measles virus-infected cells, CPE protection, absorbance; in the data active = protection mostly above about 24%, no sharp cut-off; inactive = mostly below about 26%; also: some compounds called inactive have numbers as strong as hits
HCT116 PTEN-null: growth suppressors of cells with PTEN tumor suppressor deletion; HCT116 PTEN-null viability, CellTiter-Glo, 60 h; hits give low values; viability, % at 10 µM; hit rate 1.2% among 140,000; AID 827;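 active = viability at or below a set limit, 4 SD under the median of all tested compounds, cut at about 3.7% in these data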;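 also: PTEN knockout HCT116 line with beta catenin targeted HCT116 as companion control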
NPY-Y2 antag: blocks the human neuropeptide Y Y2 receptor. P49146. NPY-Y2 expressing cells, antagonist mode. inhibition, % at 2.7 µM. hit rate 0.99% among 140,000; in the data active = inhibition above about 17%;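 also: 0% = vehicle with agonist challenge and 100% = reference antagonist with challenge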
Target sequence (P49146 whole entry, looked up): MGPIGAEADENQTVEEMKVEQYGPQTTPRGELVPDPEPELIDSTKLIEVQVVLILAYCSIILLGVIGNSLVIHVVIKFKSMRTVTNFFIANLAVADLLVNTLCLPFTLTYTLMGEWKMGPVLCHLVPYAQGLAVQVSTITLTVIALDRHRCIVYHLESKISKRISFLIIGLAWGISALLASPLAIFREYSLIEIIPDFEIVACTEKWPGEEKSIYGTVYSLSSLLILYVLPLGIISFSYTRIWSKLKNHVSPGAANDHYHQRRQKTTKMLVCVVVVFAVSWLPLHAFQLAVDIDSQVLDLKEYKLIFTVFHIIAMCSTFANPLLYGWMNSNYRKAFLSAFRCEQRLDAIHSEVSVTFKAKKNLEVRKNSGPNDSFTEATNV
Starred values were filed as active, the others as inactive; nt = no result given.

SMILES	GALR2 antag	MRP-1 activ	E-sel TNF inh	bCat KO growth	Yeast life ext	Phagocyt inh	BB579 growth dn	Measles CPE	HCT116 PTEN-null	NPY-Y2 antag
COc1ccccc1C(=O)Nc1ccc(OCc2nnc3c4ccccc4c(C)nn23)cc1	0.7	0.3	nt	102.9	3.5	-6.2	-16.4	12.0	101.1	7.0
COc1ccc(OCC(=O)N2N=C(C(F)F)CC2(O)C(F)F)cc1 (configuration not stated)	0.4	0.5	nt	86.8	-0.9	0.8	0.9	4.5	94.0	-0.7
COc1ccc(OC)c(S(=O)(=O)n2nnc3cc(Cl)ccc32)c1	-5.7	0.7	-0.7	99.9	-1.4	nt	-73.3	5.6	94.8	3.1
CCC(C)(C(=O)NC1CCCC1)N(C(=O)c1ccccn1)c1ccc(C)cc1 (configuration not stated)	-11.9	-3.2	nt	94.7	-7.6	0.1	-35.1	23.1	99.7	4.0
COc1ccc(-n2c(SCC(=O)Nc3ccc(C(=O)O)cc3)nnc2-c2cccs2)cc1	-16.6	-1.7	28.5	97.3	-3.3	-0.6	7.8	15.2	96.7	3.0
O=C(NS(=O)(=O)c1ccccc1Cl)c1ccc[nH]1	-3.4	-1.9	0.5	92.6	2.7	-1.6	-41.2	17.0	93.5	-0.8
Cc1nc2c(ccc3nc(NC(=O)Cc4ccccc4)sc32)s1	-3.1	-2.8	-1.7	60.1	-3.5	nt	-19.7	3.0	53.6	2.4
Cn1c(N2CCN(C(=O)NCc3ccccc3)CC2)nc2ccccc21	-7.0	-1.7	1.9	91.2	-2.0	3.0	-14.3	3.9	94.9	0.1
CCOC(=O)C1(S(=O)(=O)c2ccc(Cl)cc2)CCN(Cc2ccc(Cl)cc2)CC1	-11.6	-2.6	2.4	44.6	1.9	nt	-15.5	2.7	46.5	6.1
Cc1cc(C(F)(F)F)nn1CC(=O)N1CCOCC1	9.1	0.6	18.5	94.3	-6.4	0.6	-24.6	8.9	109.9	0.1
Cc1ccc(-c2noc(COc3ccc4c(c3)OCO4)n2)cc1	2.8	0.5	-13.7	84.3	nt	nt	-46.0	11.2	96.4	4.6
CC1=C(C)CC(C(=O)Nc2nc(-c3ccc(F)cc3)c(C)s2)C(C(=O)O)C1 (configuration not stated)	-4.3	-1.2	3.6	81.0	-1.9	-1.4	-13.9	23.8	92.1	0.0
CCn1c2ccccc2c2cc(NC(=O)c3ccc([N+](=O)[O-])cc3)ccc21	0.5	-0.4	-15.3	81.0	-4.5	1.4	-32.0	9.9	81.8	2.6
O=[N+]([O-])c1ccccc1NCCNc1ncc(C(F)(F)F)cc1Cl	10.7	-2.9	23.7	76.4	-18.5	0.1	-38.5	5.5	78.3	0.4
C(=N\N1CCN(C2c3ccccc3-c3ccccc32)CC1)/c1ccncc1	-5.9	0.7	-15.0	70.6	-13.9	-0.4	-63.4	6.5	66.4	7.7

Arranged by value in BB579 growth dn (ascending): 7 from the list above
SMILES	BB579 growth dn
COc1ccc(OC)c(S(=O)(=O)n2nnc3cc(Cl)ccc32)c1	-73.3
CCn1c2ccccc2c2cc(NC(=O)c3ccc([N+](=O)[O-])cc3)ccc21	-32.0
Cc1cc(C(F)(F)F)nn1CC(=O)N1CCOCC1	-24.6
COc1ccccc1C(=O)Nc1ccc(OCc2nnc3c4ccccc4c(C)nn23)cc1	-16.4
Cn1c(N2CCN(C(=O)NCc3ccccc3)CC2)nc2ccccc21	-14.3
COc1ccc(OCC(=O)N2N=C(C(F)F)CC2(O)C(F)F)cc1 (configuration not stated)	0.9
COc1ccc(-n2c(SCC(=O)Nc3ccc(C(=O)O)cc3)nnc2-c2cccs2)cc1	7.8

At a glance, some entries already given:
SMILES	GALR2 antag	MRP-1 activ	E-sel TNF inh	bCat KO growth	Yeast life ext	Phagocyt inh	BB579 growth dn	Measles CPE	HCT116 PTEN-null	NPY-Y2 antag
Cc1nc2c(ccc3nc(NC(=O)Cc4ccccc4)sc32)s1	-3.1	-2.8	-1.7	60.1	-3.5	nt	-19.7	3.0	53.6	2.4
Cn1c(N2CCN(C(=O)NCc3ccccc3)CC2)nc2ccccc21	-7.0	-1.7	1.9	91.2	-2.0	3.0	-14.3	3.9	94.9	0.1
CCOC(=O)C1(S(=O)(=O)c2ccc(Cl)cc2)CCN(Cc2ccc(Cl)cc2)CC1	-11.6	-2.6	2.4	44.6	1.9	nt	-15.5	2.7	46.5	6.1

Further entries.
SMILES	GALR2 antag	MRP-1 activ	E-sel TNF inh	bCat KO growth	Yeast life ext	Phagocyt inh	BB579 growth dn	Measles CPE	HCT116 PTEN-null	NPY-Y2 antag
COc1ccc(NC(=O)NCc2ccccn2)cc1OC	4.2	-2.2	10.4	85.7	-7.0	nt	-22.8	5.7	93.7	5.2
CCCC(=O)Nc1cccc(-c2nc3cc(C)c(C)cc3o2)c1	-1.0	1.6	17.7	94.6	-25.1	-0.4	-48.9	5.4	98.4	2.8
CC(C(=O)Nc1sc2c(c1C(=O)NCc1ccco1)CCCC2)N1C(=O)c2ccccc2C1=O (configuration not stated)	-6.8	-0.7	nt	108.9	-5.3	-1.1	-41.7	44.3	104.5	-2.5
COc1ccccc1N1CCN(C(=O)c2ccc(S(=O)(=O)N3CCCCC3)cc2)CC1	7.3	-0.2	5.6	90.6	-23.1	2.6	-52.7	14.7	103.9	3.8
O=C(Nc1cc2c(oc1=O)CCCC2=O)c1ccc(Cl)cc1	-23.1	0.1	-20.7	83.3	-8.0	nt	-26.5	22.7	79.0	0.7
CCOC(=O)C[n+]1c(C)csc1C	4.2	-1.3	-3.2	91.6	7.1	-1.8	-3.5	3.2	96.6	3.5
O=C(c1ccccc1)c1c[nH]c(C(=O)NCCCN2CCOCC2)c1	-4.4	-0.1	11.7	91.7	-2.3	nt	-39.2	4.8	100.7	-0.9
Cn1c2ccc(Cl)cc2c2nc3ccccc3nc21	0.9	-4.7	nt	42.7	-9.1	-0.4	20.7	9.1	45.4	6.9
O=C1NC2=C(C(=O)CCC2)C(c2ccc3ncccc3c2)N1 (configuration not stated)	-8.1	-1.9	-11.9	86.0	0.0	-2.8	-14.4	24.3	104.4	-0.1
COc1ccc(CN(Cc2cccnc2)S(=O)(=O)c2ccc(-n3cnnn3)c(C)c2)cc1OC	-5.4	-2.4	-2.6	79.0	-13.0	-0.9	-25.6	1.2	83.3	-1.2
COc1ccccc1C(=O)N1CCN(C2CCN(Cc3ccccc3)CC2)CC1	11.0	-0.4	-38.5	94.2	-13.0	7.6	19.1	8.5	90.3	5.1
O=C1c2ccccc2C(Nc2ccc3c(c2)OCCO3)N1Cc1ccccc1 (configuration not stated)	nt	-2.5	nt	79.4	-11.2	-0.4	-2.2	7.5	78.5	nt
Cc1ccc(C)c(OCC(=O)Nc2nonc2NC(=O)COc2cc(C)ccc2C)c1	-1.6	-2.9	6.6	84.3	-2.0	-0.5	-39.1	15.8	76.2	20.7*
Cc1ccccc1Nc1nc(N)nc(CSc2nnnn2-c2ccccc2)n1	15.0	-1.4	nt	99.2	-17.7	1.7	-43.6	10.2	96.1	2.9
COc1cc(/C=C2\SC(=Nc3ccc(N4CCOCC4)cc3)N(C)C2=O)ccc1OC(C)C(=O)O (configuration not stated)	-5.5	0.1	nt	92.5	-2.8	-5.8	-14.8	7.7	86.2	2.4
C=CCCC(=O)Nc1nc(C)c(-c2csc(Nc3ccccc3OC)n2)s1	-5.7	-3.0	-24.2	28.0	-27.6	2.5	-49.1	1.7	28.6	-0.8
Cc1ccc2nc(N3CCN(Cc4ccc(F)cc4)C3=O)c(C)cc2c1	-7.6	-3.4	nt	98.4	-24.4	-0.5	-10.8	30.4	88.4	4.3
CCCCc1nc2sc3c(SCC(=O)NCc4ccco4)ncnc3c2c2c1CCC2	-8.8	-4.9	-21.6	14.1	-9.4	nt	-15.5	3.9	36.2	1.2
CCOC(=O)C1C2C=CC3(CN(c4ccc(Cl)c(F)c4)C(=O)C13)O2 (configuration not stated)	4.1	-1.1	nt	89.1	-3.9	nt	-21.4	6.7	99.3	2.8
CCC(CC)C(=O)NCCc1cc2c(OC)ccc(OC)c2[nH]c1=O	4.3	0.3	-29.9	121.0	13.0	nt	-14.8	12.1	104.3	-0.2
Nc1ccc(C23CC4CC(CC(CO)(C4)C2)C3)cc1	8.3	-3.6	-8.9	93.4	1.1	-1.7	-28.1	9.7	86.4	-0.5
COC(=O)c1[nH]c2ccccc2c1NC(=O)CN1CCN(C(=O)c2ccco2)CC1	-5.3	-2.1	nt	91.8	-7.4	-1.4	-40.8	6.1	92.8	-0.1
Nc1ccc2c(c1)C/C(=C/c1ccco1)C2=O	28.7*	-2.7	nt	76.4	-7.8	-4.2	-6.2	0.3	81.8	-2.2
Cc1ccc(O)c(NC(=O)C2CC(c3c(F)cccc3Cl)=NO2)c1 (configuration not stated)	-0.2	-1.6	1.4	102.8	-0.5	-1.4	-19.0	6.9	89.9	0.8
O=C(Nc1cccc2c1CCCC2)c1cc([N+](=O)[O-])ccc1Cl	19.8	-4.5	-102.1	21.1	-1.7	nt	-24.8	4.5	9.9	6.0
CC(C)CCn1c(=O)c2ccccc2n2c(CN3C(=O)NC4(CCC(C)CC4)C3=O)nnc12 (configuration not stated)	-7.5	1.4	-2.0	90.3	-10.1	0.2	-23.6	35.3	82.7	1.5
O=c1c2[nH]c3ccccc3c2ncn1CCCn1ccnc1	-6.6	-2.3	1.0	92.2	-10.4	-1.6	-72.0	nt	92.8	1.9
C/C(CCC(=O)OC[C@H]1O[C@H](C#Cc2ccccc2)C=C[C@@H]1Oc1ccc(C)cc1)=N\OC[C@@H](O)[C@H]1O[C@@H]2OC(C)(C)O[C@@H]2[C@H]1O	10.0	-2.9	-15.0	86.2	4.0	nt	-32.0	7.0	98.8	3.3
CCOc1ccc(/C(=N\O)C(C)NO)cc1 (configuration not stated)	-1.6	-0.9	nt	88.7	-6.7	-0.6	-5.4	10.5	100.0	-2.2

An excerpt from above, showing only BB579 growth dn.
Molecule	BB579 growth dn
CCC(C)(C(=O)NC1CCCC1)N(C(=O)c1ccccn1)c1ccc(C)cc1 (configuration not stated)	-35.1
Cc1nc2c(ccc3nc(NC(=O)Cc4ccccc4)sc32)s1	-19.7
